Source: PubChem
ERK EGF inh – inhibitors of EGF-stimulated ERK signaling pathway; HEK293-V1b, EGF-stimulated phospho-ERK AlphaScreen; Potency, µM (series often up to 11.5 µM), inactives show at the top dose activity change, negative = inhibition, hits mostly inhibitors; 130,000 tested, 0.41% active; AID 1454; active means well fitted inhibition curve with a large enough effect; inconclusive means small, poorly fitted or top-dose-only effect, or effect the other way;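 further: plate controls were stimulated vehicle wells for no effect and unstimulated vehicle basal for full effect; nearly all actives have a fitted effect of over 55% in size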
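V1b-HEK293, 1% FBS o/n; cpd 30 min 37C; EGF 25 nM final, 5 min; lyse 10 min; AlphaScreen beads 5 h RT. Normalized DMSO basal vs EGF max; Hill AC50.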
* = called active by the depositor; ? = inconclusive; [ ] = another dose, or the depositor's remark. Potency means the concentration at half of the fitted maximal effect.

SMILES	ERK EGF inh
CN(C)S(=O)(=O)c1cccc(NC(=O)CSc2nncn2-c2ccccc2)c1	4.7%
O=[N+]([O-])C(/C=C(\Cl)[N+](=O)[O-])=C(N1CCCCC1)N1CCCCC1	3.3%
CC(=O)C1C(c2ccncc2)NC(=O)NC1(O)C(F)(F)F (stereo not drawn)	10.2%
Cc1ccccc1NC(=O)CN1C(=O)N/C(=C\c2ccc(N3CCOCC3)c(F)c2)C1=O	-9.3%
C/C(=N\NC(=S)NC1CCCCC1)c1ccc(C#N)cc1	-3.3%
O=C(NC(=O)N1CCOCC1)c1ccccc1	-11.7%
COc1ccccc1CCNS(=O)(=O)c1ccc(C(=O)O)n1C	-2.0%[57.5 µM]
O=C(Cn1c(CO)nc2ccccc21)Nc1ccccc1Cl	2.3%
COc1cc(C2c3[nH]c4ccccc4c3CCN2Cc2cn(C)nc2C)ccc1F (stereo not drawn)	-8.1%[57.5 µM]
CN1/C(=C\C=C2/SC(=S)N(CC(=O)O)C2=O)C(C)(C)c2ccccc21	?
O=C1CC(c2cccc(Br)c2)C2=C(COC2=O)N1 (stereo not drawn)	-10.0%
CCOc1ccc(/C(CCC(=O)O)=N/NC(=S)NC(C)C)cc1	?
COc1ccc(Cc2c(N)nc(C)nc2N)cc1	-3.4%
Cc1ccc(O)c(NC(=O)c2noc(C(C)C)c2[N+](=O)[O-])c1	-6.8%
O=C(CCn1nc(-c2ccc(Cl)cc2)c2ccccc2c1=O)NN1CCOCC1	10.2%[57.5 µM]
N#C/C(=C/c1ccccc1[N+](=O)[O-])c1nnc2n1CCCCC2	1.6%
COc1ccccc1Nc1nnc(SCC(=O)NC(=O)Nc2ccc3c(c2)OCCO3)s1	7.9%
CCCCC1=CC2=C(c3ccco3)C(=O)C(C)(OC(=O)c3ccc(Cl)nc3)C(=O)C2=CO1 (stereo not drawn)	-12.3%
Cc1ccc(C(=O)Nc2ccc(N3CCOCC3)nc2N2CCOCC2)cc1	4.8%[57.5 µM]
Cc1cccc(C)c1-n1cccc1/C=C1\SC(=S)N(c2cccc(C(=O)O)c2)C1=O	21.0%[57.5 µM]
CCOc1ccc2nc(/N=C/c3nc(-c4ccc(Br)cc4)oc3O)sc2c1	3.6%
O=C(O)C1C2CCC(O2)C1C(=O)NCc1ccc(Cl)cc1 (stereo not drawn)	7.8%
CCCNC(=O)COc1ccc2c(=O)c(Oc3ccccc3F)coc2c1	1.1%
Cc1ccc(S(=O)(=O)c2cc3c(=O)n4ccccc4nc3n(CC3CCCO3)c2=N)cc1C (stereo not drawn)	11.9%
CN1C(=O)/C(=C2\SC(=S)N(CCCCCC(=O)O)C2=O)c2ccccc21	8.4%[57.5 µM]
CSCC[C@H](NC(=O)c1cccc([N+](=O)[O-])c1C)c1nc2ccccc2[nH]1	5.9%
COc1cc(C(=O)Nc2cccc(-c3cn4cccnc4n3)c2)cc(OC)c1OC	-2.4%
COc1ccc(CN2CCCC(C(=O)c3cccc(OC(C)C)c3)C2)cc1Cn1cccn1 (stereo not drawn)	-0.9%
CCOC(=O)c1cc(C(C)(C)C)n(CCCN2CCOCC2)c1C	-13.1%[57.5 µM]
N#CCC(=O)N/N=C/c1ccc(Cl)cc1	-8.0%[57.5 µM]

In the list so far, these contain fluorine:
SMILES	ERK EGF inh
CC(=O)C1C(c2ccncc2)NC(=O)NC1(O)C(F)(F)F (stereo not drawn)	10.2%
Cc1ccccc1NC(=O)CN1C(=O)N/C(=C\c2ccc(N3CCOCC3)c(F)c2)C1=O	-9.3%
COc1cc(C2c3[nH]c4ccccc4c3CCN2Cc2cn(C)nc2C)ccc1F (stereo not drawn)	-8.1%[57.5 µM]
CCCNC(=O)COc1ccc2c(=O)c(Oc3ccccc3F)coc2c1	1.1%

(more compounds)
SMILES	ERK EGF inh
Cc1csc2nc(NC(=O)c3ccccc3)sc(=O)c12	0.8%[57.5 µM]
Nc1cccnc1Sc1ccc([N+](=O)[O-])cn1	17.1%
Cc1cc(=O)oc2cc(OCC(=O)OCC(=O)Nc3ccccc3C(C)C)ccc12	5.4%
Cc1ccccc1N1C(=O)CC2(CCCC2)CC1=O	-1.8%
Cc1c(NC(=O)C(C)OC(=O)COc2ccccc2)c(=O)n(-c2ccccc2)n1C (stereo not drawn)	-2.1%
CCCCC/C=C\C/C=C\C/C=C\CCCCCCC(=O)NC(C)C(=O)O (stereo not drawn)	-12.2%
OCCCNc1ncnc2sc(-c3ccccc3)cc12	5.9%
Cc1cc2cc(C)c(SCC(=O)NCc3ccco3)nc2cc1C	3.6%
O=Cc1cc2ccccc2nc1SCCCF	-10.2%
CCC1S/C(=N/C(=O)NC2CCCCC2)NC1=O (stereo not drawn)	8.7%
N#Cc1c(NC(=O)c2ccc(N3CCOCC3)c([N+](=O)[O-])c2)sc2c1CCCC2	4.8%
O=C(NCc1ccco1)Nc1cccc([N+](=O)[O-])c1	3.4%[57.5 µM]
Cc1c(NC(=O)CSc2nncc3ccccc23)c(=O)n(-c2ccccc2)n1C	-3.3%
COc1cccc2cc(-c3n[nH]c(=S)n3C)oc12	-0.3%
COc1ccc(C2CC(=O)C=C(NCCC(C)C)C2)cc1 (stereo not drawn)	2.7%
Cc1cc(OCCCCCn2ccnc2)cc(C)c1Cl	-1.7%
CCOc1ccccc1Nc1nnc(SCc2nnc(-c3cc(OC)c(OC)c(OC)c3)o2)s1	-5.0%
Cc1cccc(NC(=O)CCNS(=O)(=O)c2cccc3nonc23)c1C	-2.5%
COCCn1c(=O)c(-c2cc(F)cc(F)c2)nc2cnc(OC)nc21	7.0%
Cc1ccc(-n2nc(C(=O)O)cc2-c2ccc(Cl)cc2)cc1	2.9%
CC(=O)c1sc(NC(=O)COc2ccc(Cl)cc2Cl)nc1C	0.5%
CCCCOc1ccc(Cc2cnc(N)nc2N)cc1	-2.8%[57.5 µM]
O=C(CSc1nc2[nH]ncc2c(=O)[nH]1)Nc1ccccc1	2.5%
CC[C@]1(c2ncc[nH]2)Cc2ccccc2O1	4.6%
CC(C)[C@H](NC(=O)c1ccccc1)C(=O)OCC(=O)N1CCCCCC1	-2.7%
Cc1nn(-c2ccccc2)c(N)c1N=Nc1ccccc1	10.1%
CCC(C)NC(=S)N1CCN(C)CC1 (stereo not drawn)	-1.2%
O=C(O)/C=C/C(=O)NC1CCS(=O)(=O)C1 (stereo not drawn)	0.2%
CCOC(=O)NN1C(=O)c2ccccc2NC1c1cccnc1 (stereo not drawn)	-5.5%
COc1ccc(/C=C/C(=O)O)cc1S(=O)(=O)N1CCc2ccccc2C1	7.7%
CSc1cccc(NC(=S)Nc2cc(C)ccc2C)c1	-6.2%[57.5 µM]
O=C(CSc1nccn1-c1ccc(F)cc1)NCc1ccc(F)cc1	-14.6%
Cc1cccc(N(CC(=O)N2CCN(C)CC2)S(=O)(=O)c2ccccc2)c1	4.8%
CCOC(=O)c1nnc(-c2ccc(C)cc2)nc1N1CCSCC1	2.2%
CC(C)(C)S(=O)(=O)c1cnc(N2CCCC2)nc1N	12.6%[57.5 µM]
Cn1c(CC(=O)Nc2ccc(Cl)c(Cl)c2)n[nH]c1=S	0.6%
COc1ccc(C(=O)c2coc(-c3ccccc3C(=O)O)c2C(=O)O)cc1	1.0%
O=C(Sc1nnc(-c2ccccc2)o1)N1c2ccccc2Sc2ccccc21	-4.1%
Cc1ccc(NC(=O)CCn2nnc3ccccc32)cc1	-0.6%
O=S1(=O)CC2SC(=S)N(c3ccccc3)C2C1 (stereo not drawn)	-6.7%[57.5 µM]
COC(=O)c1cccc(CSc2nc3ccccc3[nH]2)c1	4.3%
O=C(CSc1nnc2ccc3ccccc3n12)N1CCOCC1	4.9%
COCCCNc1ccc([N+](=O)[O-])cc1C(=O)Nc1cccc(C)n1	?
O=c1c2ccccc2nc(SCc2ccccc2)n1CC1CCCO1 (stereo not drawn)	5.5%[57.5 µM]
O=C(O)Cc1sc(-c2cccnc2)nc1-c1ccc(Br)cc1	-0.3%
COc1ccc(-c2nn(-c3ccccc3)cc2/C=C/C(=O)OCC(=O)Nc2cccc(C#N)c2)cc1	2.1%
COc1ccc(C/C(C)=N/NC(=O)C2COc3ccccc3O2)cc1 (stereo not drawn)	-1.8%
CCn1c(NC(=O)c2nn(C)cc2Br)nc2ccccc21	-0.5%
O=C(Cc1ccccc1)Nc1cc([N+](=O)[O-])ccc1N1CCOCC1	-13.0%
COc1ccc(N2CCC(CNC(=S)Nc3cccc(OC)c3)C2)cc1 (stereo not drawn)	?
CCOC(=O)/C=C1\SCC(=O)N1CC(=O)NC(c1ccccc1)c1ccccc1	2.0%
O=C(CC1(O)C(=O)Nc2cc(Cl)cc(Cl)c21)c1ccccc1O (stereo not drawn)	-5.4%
COc1ccc(-c2cc(C(=O)OCC(=O)NC(C)(C)C)c3ccccc3n2)cc1	-1.6%
Cc1nnc(SCc2cc(=O)[nH]c(=S)[nH]2)s1	-7.7%
COc1cccc(C2=NN(C(=O)c3ccc(C)o3)C(O)(C(F)(F)F)C2)c1 (stereo not drawn)	17.7%
Cc1ccc(NC(=O)c2ccc3nc[nH]c3c2)c(O)c1	2.0%
O=C(O)CC(CCc1ccccc1)OC1OC(CO)C(O)C(O)C1O (stereo not drawn)	2.0%[57.5 µM]
O=C(O)CSc1cc(C(=O)c2ccccc2O)cn2c(=O)c3c(-c4ccccc4)csc3nc12	4.1%
Cc1c(NS(=O)(=O)c2cccc3nsnc23)c(=O)n(-c2ccccc2)n1C	-3.3%
CC(C)=C1C2CCC1C(C(=O)NCCc1ccccc1)C2C(=O)O (stereo not drawn)	-0.1%

More results follow:
SMILES	ERK EGF inh
CC(C)c1ccc(N(CC(=O)NCCSCc2ccco2)S(C)(=O)=O)cc1	-6.4%
Clc1ccc(COc2ccccc2-c2ccnc3ncnn23)cc1	-4.4%
O=C(c1cccs1)N1N=C(c2ccccc2)CC1c1ccc(O)cc1 (stereo not drawn)	-2.8%
CCS(=O)(=O)N1Cc2ccccc2CC1C(=O)Nc1ccc(F)cc1 (stereo not drawn)	38.9%[57.5 µM]
COc1ccc(S(=O)(=O)n2nc(OC(=O)c3ccncc3)cc2N)cc1	-9.6%[57.5 µM]
Cc1cnc(C(=O)OCC(=O)Nc2ccc(C)c(S(=O)(=O)N3CCCCCC3)c2)cn1	2.7%
Cc1ccc(N=CC=C2OC(C)(C)C(C)(C)O2)cc1	1.1%
Cn1cccc1C(=O)N1CCC2(CC1)CCN(c1ccc(-c3ccccc3)cc1)CC2	-10.9%
CCC(=O)c1ccc2ncccc2c1	3.8%
Cc1cc(SCC(=O)N(C)c2c(N)n(Cc3ccccc3)c(=O)[nH]c2=O)nc2ccccc12	6.8%
NS(=O)(=O)c1ccc(CCNc2nc3c(-c4cccc(F)c4)nnn3c3ccccc23)cc1	3.7%
Cc1[nH]n(-c2ccc([N+](=O)[O-])cc2)c(=O)c1C=NCCc1c[nH]c2ccccc12	-3.4%
Cc1ccc(C(=O)OCC(=O)Nc2cc(S(=O)(=O)N3CCOCC3)ccc2C)cc1	2.3%
NC(=O)C12CCCC(Br)(CCC1)C2	-8.3%[57.5 µM]
CCN(C(=O)c1ccc(Br)cc1)c1ccccc1	-0.3%
CC/C(O)=C1\C(=O)CC(c2ccccc2)CC1=NC(C)C (stereo not drawn)	9.7%
CC1CN(C(=O)c2cccc(S(=O)(=O)Nc3cc(Cl)ccc3Cl)c2)CC(C)O1 (stereo not drawn)	1.0%
COc1ccc(C(=O)/C=C/c2ccc(OC)c(O)c2)c(F)c1	5.7%
O=C(CC1C(=O)NCCN1CC1CCCCC1)NC1(c2ccccc2)CC1 (stereo not drawn)	-15.8%
Cc1ccc(C)c(N(CC(=O)NC(C)(C)C)C(=O)CNC(=O)c2cccs2)c1	-7.1%
CC(OC(=O)c1nc(-c2ccccc2)n(-c2ccccc2)n1)C(=O)Nc1cc(Cl)cc(Cl)c1 (stereo not drawn)	-0.6%
CCOC(=O)/C(N=Nc1sc(C(=O)OCC)c(C)c1C(=O)OCC)=C(\C)O	11.2%
Cc1nn(Cc2ccc(Cl)c(Cl)c2)c(C)c1NC(=O)c1cc(-c2ccco2)on1	-2.0%
CCCC(=O)n1nc(NCc2ccc(OC)cc2)nc1NCc1ccc(OC)cc1	-4.2%
Cc1nn(Cc2ccccc2)c(Cl)c1C(=O)NCc1ccco1	3.7%
COc1ccc(NC(=S)N2CCCN(Cc3cccc(Cl)c3)C2)cc1	-1.1%
CNC(=S)Nc1ccc(OCc2ccccc2)cc1	1.0%
Cc1cc(C)c(NC(=S)N(CCc2ccncc2)C(C)C)c(C)c1	4.4%
O=C(c1ccc(NC(=S)Nc2ccc(Cl)c(Cl)c2)cc1)N1CCCC1	-2.5%
O=C(COC(=O)c1ccc[nH]c1=O)NCCc1ccc(Cl)cc1Cl	3.0%[57.5 µM]
COCC(C)n1c(SCc2ccc(OC)c(F)c2)nc2ccccc2c1=O (stereo not drawn)	-23.3%
O=C(CN1CCCCC1)Nc1cccc(Cl)c1	-9.7%
CCCCN(C)C(=O)c1nc2ccccn2c1CNCCCn1ncc2ccccc21	5.0%[57.5 µM]
O=c1[nH]c(=O)n(-c2ccc(F)cc2)c2c1C(C(F)(F)F)(C(F)(F)F)N=C(c1ccc(F)cc1)N2	4.1%
COC(=O)CCCOc1ccc(Cl)cc1Cl	20.3%

The list is partial; count on the stated rates, not on these rows.
